Screening results deposited in PubChem by National Center for Advancing Translational Sciences (NCATS).
POLI inh – inhibitors of human DNA polymerase iota. AID 588590. Potency, µM (highest dose often 115 µM), without a hit: at the highest dose activity, negative = inhibition, actives largely listed as inhibitors. 1% of 390,000 active. Pol iota fluorescent replication assay, 10 min. Q9UNA4
Target sequence (Q9UNA4 whole entry, looked up): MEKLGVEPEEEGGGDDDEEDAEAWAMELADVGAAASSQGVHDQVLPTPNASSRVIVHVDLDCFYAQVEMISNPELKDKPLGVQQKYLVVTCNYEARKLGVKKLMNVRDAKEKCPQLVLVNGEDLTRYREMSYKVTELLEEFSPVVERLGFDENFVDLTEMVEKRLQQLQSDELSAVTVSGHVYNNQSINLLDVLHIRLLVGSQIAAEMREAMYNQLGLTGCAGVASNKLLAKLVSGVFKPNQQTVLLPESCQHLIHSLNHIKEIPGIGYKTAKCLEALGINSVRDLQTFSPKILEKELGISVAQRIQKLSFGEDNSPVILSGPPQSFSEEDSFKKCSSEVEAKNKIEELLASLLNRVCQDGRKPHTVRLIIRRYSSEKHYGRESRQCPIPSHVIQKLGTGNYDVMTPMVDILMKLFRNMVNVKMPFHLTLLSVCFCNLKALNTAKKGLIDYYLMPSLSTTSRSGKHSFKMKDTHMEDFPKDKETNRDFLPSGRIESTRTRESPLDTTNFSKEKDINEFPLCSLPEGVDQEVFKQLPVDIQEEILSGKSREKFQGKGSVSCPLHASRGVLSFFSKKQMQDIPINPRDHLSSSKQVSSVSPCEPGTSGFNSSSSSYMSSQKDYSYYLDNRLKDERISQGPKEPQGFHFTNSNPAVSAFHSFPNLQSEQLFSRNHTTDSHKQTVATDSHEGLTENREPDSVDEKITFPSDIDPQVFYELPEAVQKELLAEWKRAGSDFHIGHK
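Pol iota at 10 nM preincubated 15 min with compounds at room temperature; reaction started with fluorescent substrate, 50 nM final. Fluorescence read kinetically at 0 and 10 min; buffer-only wells as negative control.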
Pol beta inh – DNA polymerase beta (human) inhibition | AID 485314 | Pol beta primer extension/strand displacement, fluorescence kinetic | Potency, µM (doses to about 114 µM), inactives show at the top dose activity change, negative = inhibition, usual class: inhibitors | 1.3% of 340,000 active; also: % is scaled to controls: 0 for no effect and ±100 for the full control effect
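Preincubation: enzyme (10 nM) with compound, 15 min, RT. Reaction: substrate added to 50 nM final. Reads: 0 and 10 min. Analysis: normalized, Hill fit.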
G9a inh – G9a (human) methyltransferase inhibition; Q96KQ7; G9a H3K9 monomethylation, AlphaScreen, 2 h; Potency, µM (doses to about 102 µM), inactives show at the highest dose activity, negative = inhibition, hits mostly inhibitors; 8.8% of 350,000 active; AID 504332; also: % is scaled to controls: 0 for no effect and ±100 for the full control effect; nearly all actives have a fitted effect of over 75% in size
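G9a (20 nM) was preincubated 15 min with compound, then reacted 2 h at room temperature with 500 nM biotin-H3K9 peptide and 20 µM SAM. Monomethyl-H3K9 detected by AlphaScreen using anti-H3K9me1 antibody.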
JMJD2A Tudor – blocks the human JMJD2A Tudor domain. O75164. AlphaScreen JMJD2A-Tudor / H3K4me3 peptide binding. Potency, µM (highest dose often 114 µM), for the others: at the top dose activity change, negative = inhibition, hits mostly inhibitors. 4.4% of 390,000 active; also: % is scaled to controls: 0 for no effect and ±100 for the full control effect; nearly all actives have a fitted effect of over 50% in size
BLM helicase inh – inhibitors of human Bloom syndrome helicase BLM; AID 2528; Potency, µM (doses to about 56.1 µM), for inactives: top-dose activity change, negative = inhibition, most hits filed as inhibitors; P54132; 0.2% of 350,000 active; recombinant BLM DNA unwinding, fluorescence dequenching;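 also: plate controls were vehicle for no effect and no enzyme for full effect; nearly all actives have a fitted effect of over 35% in size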
BAZ2B inh – BAZ2B (human) inhibition; AlphaScreen BAZ2B-H3K14Ac peptide displacement; Q9UIF8; 4.4% of 360,000 active; Potency, µM (highest dose often 114 µM), inactives show at the top dose activity change, negative = inhibition, actives largely listed as inhibitors; AID 504333; also: % is scaled to controls: 0 for no effect and ±100 for the full control effect; nearly all actives have a fitted effect of over 60% in size
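AlphaScreen luminescence quantifies BAZ2B engagement of H3K14Ac peptide; the protein and biotinylated peptide are both at 50 nM final, buffer PBS pH 7.4 with 0.01% Tween-20, all steps at room temperature.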
APEX1 inh – APE1 (human) endonuclease inhibition. recombinant APE1, TAMRA/BHQ-2 abasic DNA cleavage fluorescence. Potency, µM (titrated, usually from 65.8 µM), for inactives: at the top dose activity change, negative = inhibition, usual class: inhibitors. 0.35% of 350,000 active;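 also: plate controls were vehicle for no effect and reference inhibitor for full effect; nearly all actives have a fitted effect of over 55% in size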
Target sequence (P27695 whole entry, looked up): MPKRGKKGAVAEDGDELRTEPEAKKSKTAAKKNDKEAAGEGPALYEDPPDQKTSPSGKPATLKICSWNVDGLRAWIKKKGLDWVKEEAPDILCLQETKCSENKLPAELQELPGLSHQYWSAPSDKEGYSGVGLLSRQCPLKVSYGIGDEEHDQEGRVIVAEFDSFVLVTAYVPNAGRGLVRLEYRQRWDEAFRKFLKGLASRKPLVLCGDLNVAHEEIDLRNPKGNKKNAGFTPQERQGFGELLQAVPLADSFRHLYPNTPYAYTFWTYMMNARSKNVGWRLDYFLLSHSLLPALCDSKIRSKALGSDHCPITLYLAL
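Measures dequenching upon AP-site incision of a 5'-TAMRA/3'-BHQ-2 THF-containing duplex, 50 nM; human APE1 0.75 nM after 15 min room-temperature exposure to compound; kinetic three-point read at one-minute spacing.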
Pol kappa inh – inhibitors of human DNA polymerase kappa; Potency, µM (titrated, usually from 107 µM), for inactives: at the highest dose activity, negative = inhibition, hits mostly inhibitors; purified Pol kappa, fluorescent DNA synthesis assay, 10 min; AID 588579; Q9UBT6; 0.53% of 400,000 active; also: % is scaled to controls: 0 for no effect and ±100 for the full control effect
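Here, compound and 10 nM enzyme are combined for 15 min at room temperature; adding 50 nM substrate (final) starts DNA synthesis, tracked by fluorescence at 0 and 10 min against buffer-only wells.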
POLH inh – blocks human DNA polymerase eta activity; Q9Y253; recombinant Pol eta, fluorescent DNA replication assay; Potency, µM (top dose mostly 114 µM), without a hit: at the top dose activity change, negative = inhibition, actives largely listed as inhibitors; 1.2% of 390,000 active; AID 588591; also: % is scaled to controls: 0 for no effect and ±100 for the full control effect
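Fluorescent replication assay: 50 nM final substrate added after a 15 min room-temperature compound preincubation with 10 nM enzyme. Signal taken at 0 min and again at 10 min.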
* = called active by the depositor; ? = inconclusive; · = no result given; & = joins results of further samples; [ ] = dose if it differs, or a comment. Calls follow the shape of the dose curve; as a rule, active = well fitted curve in the direction sought with a large enough effect; inconclusive = small, poorly fitted or top-dose-only effect, or another doubt; inactive = no such curve, though single readings can be large; an effect the other way counts as inactive or inconclusive. Potency is read from the fitted curve at half-maximal effect. Not all compounds are listed; rates above refer to the full screens.

SMILES	POLI inh	Pol beta inh	G9a inh	JMJD2A Tudor	BLM helicase inh	BAZ2B inh	APEX1 inh	Pol kappa inh	POLH inh
Cc1ccc(C(=O)Oc2ccc3ccc(=O)oc3c2)cc1	-18%	0%	6%	-5%	-4%	-1%[57.1 µM]	51%[activator]	1%	-13%
COc1cc(-c2[nH]ncc2CN(C)Cc2nonc2C)cc(OC)c1OC	-1%	35%	·	-12%	-2%	-11%	19%	7%	-3%
CCOC(=O)c1c(NC(=O)COC(=O)CCS(=O)(=O)c2ccc(C)cc2)sc(C)c1C	3%	-11%	0%[59 µM]	-16%	1%	-31%	0%	-11%	-7%
Oc1c(CN2CCOCC2)cc(CN2CCOCC2)cc1CN1CCOCC1	17%	·	·	-12%	·	·	·	-10%	-13%
CCOC(=O)NCc1ccc(S(=O)(=O)Nc2c(C)cccc2C)cc1	13%	-5%	37%[59 µM]	-18%	-4%	5%	-3%	-2%	2%
N#CC(Cc1ccc(O)c(O)c1)C(=O)N1CCc2ccccc21 (stereo not given)	?	?	7.1µM*	·	·	·	7%	·	7.9µM*
Cc1ccc(-c2nc(N/N=C/c3ccncc3)c3ccccc3n2)cc1	?	?	?	-31%	4%	?	1%	-17%	45µM*
Cc1cnc(CNc2ncncc2-c2cccc(NS(C)(=O)=O)c2)cn1	·	·	9%[0.501 µM]	·	1%	·	0%	4%[60.1 µM]	·
Cc1ccc(CCNC(=O)CCS(=O)(=O)c2ccc3c(c2)oc(=O)n3C)cc1	15%&12%	-8%&-1%	48%	-10%&5%	2%&2%	-1%	-1%	16%&-6%	-13%&-14%
COc1ccc(NC(=S)NCCc2c[nH]c3ccc(OC)cc23)c(OC)c1	-4%	-3%	·	?	-6%	45µM*	12%	-6%[60.1 µM]	-4%
COc1cc2ccccc2cc1C(=O)NCc1ccncc1	34%[activator]	-17%	13%	-19%	-1%	-3%	10%	-19%	-21%
CCO[C@@H]1OC(C(=O)NCc2ccccc2)=C[C@H](c2cn(C(C)=O)c3ccccc23)[C@H]1CCCO	-17%	15%	-36%[59 µM]	-27%	-10%	?	4%	7%	-9%
CCn1c(C(=O)N2CCCC(C(=O)N3CCN(c4cc(C)ccc4C)CC3)C2)cc2sccc21 (stereo not given)	-2%	3%	-35%[59 µM]	?	-8%	?	·	-5%	-22%
O=C(CN1CCN(S(=O)(=O)c2ccc(C(F)(F)F)cc2)CC1)N1CCNC1=O	-22%	·	9%[12.7 µM]	4%	·	-4%	-1%	-5%	-4%
CCn1c(CNc2ccc(F)cc2)nnc1SCC(=O)Nc1ccccc1OC	3%	2%	-10%[59 µM]	3%[11.4 µM]	-1%	-8%	1%	-17%	-13%
O=C(NCc1ccccc1F)C1CCCN1C(=O)Nc1ccc(F)cc1 (stereo not given)	9%	-5%	-7%	-12%	-1%	-23%	21%	10%	3%
O=C(c1ccc(CS(=O)(=O)c2cccc(C(F)(F)F)c2)o1)N1CCN(c2ccccn2)CC1	40%	-1%	15%[59 µM]	-8%	-1%	-2%	-3%	-10%	-9%
Cn1c(SCC(=O)Nc2ccccc2F)nnc1-c1ccc(S(=O)(=O)N2CCOCC2)cc1	8%	27%	0%	-9%	2%	8%	0%	-8%	-7%
O=C(Nc1nccs1)c1ccccn1	?	1%	?	79µM*	0%	·	-2%	-7%	0%
Cc1nn(C)c(C(=O)NC(=S)Nc2ccccc2Br)c1Cl	-21%	45%	·	8%	-2%	-3%	-15%	10%	-9%
O=c1cc(-c2ccccc2)[nH]n1-c1nc2ccccc2s1	-3%	?	-9%[59 µM]	-24%[57.1 µM]	-19%	2%	-1%	-16%	?
O=C(Nc1c(Cl)cccc1Cl)C1CCN(C(=O)c2cccs2)CC1	-10%	93%	-9%	-4%	-2%	-18%	13%	5%	-13%
O=C(c1ccco1)N1CCC(c2nc3c(nnn3Cc3ccc(F)cc3)c(=O)[nH]2)CC1	8%	43%	12%	-5%	0%	1%	13%	8%	-14%
CCOc1ccccc1N1CCN(C(=O)c2ccncc2)CC1	32%[activator]	-3%	3%[59 µM]	-12%	-1%	-5%	1%	-7%[60.1 µM]	-4%
Cn1c2c(c(=O)n(C)c1=O)C(c1ccccc1C(F)(F)F)CC(=O)N2 (stereo not given)	7%	11%	7%[59 µM]	-10%	1%	-2%	·	4%	-12%
Cn1cc(Br)cc2nc(C(F)(F)F)nc1-2	-4%	5%	11%[12.7 µM]	-9%	-1%	1%	-8%	-14%	-18%
Cc1ccc(OCCCc2c(C)n[nH]c2C)cc1	30%[activator]	-14%	?	-17%	-2%	?	12%	1%	-20%
Cc1ccc(-c2cccc(-c3cc(=O)oc4ccc(C(C)(C)C)cc34)c2)cc1	-16%	·	32%	-3%	-6%[75.6 µM]	·	-6%&2%	-3%	-6%
CCc1ccc(C(=O)Nc2ccc(OC)c(S(=O)(=O)N3CCCCC3)c2)cc1	-4%	·	-1%[12.7 µM]	-22%	·	8%	19%	-8%	-27%
O=c1c2ccccc2sc2c(CO)ccc(NCCN3CCCCC3)c12	?	·	·	50µM*	·	·	·	-35%	-9%
C#Cc1ccc([C@@H]2C=C(C(=O)OCC=C)O[C@H](OCCCCO)C2)cc1	?	18µM*	?	-34%	-17%	50µM*	-9%	?	?
Nc1nc(SCC(=O)c2ccc([N+](=O)[O-])cc2)n[nH]1	?	3%	7.9µM*	-33%	-4%	2%	-8%	2%[60.1 µM]	2%
CCN(CC(=O)Nc1ccc2c(c1)OCCO2)C(=O)C(C)Oc1ccc(Cl)cc1 (stereo not given)	30%	·	-30%	-18%	·	-22%	49%[activator]	12%	-15%
C[C@H](CO)N1C[C@H](C)[C@@H](CN(C)S(=O)(=O)c2ccc(F)cc2)Oc2ccc(NC(=O)C3CCCCC3)cc2C1=O	19%	·	·	-17%	·	·	33%	21%	-9%
CCOC(=O)C1CCN(C(=O)c2ccc(SC)cc2OC)CC1	?	2%	-1%[59 µM]	-24%[11.4 µM]	0%	5%	-2%	3%	-12%
CC(=O)Nc1ccc2c(c1)C(=Nc1ccccc1)c1ccccc1-2	24%	·	·	35µM*	·	·	·	-10%	-12%
CC(=O)c1ccc2noc(-c3cccc(F)c3)c2c1	113%[activator]	4%	-4%[2.33 µM]	-3%	4%	1%	-12%	0%	-17%
Cc1cc(OC(=O)N2CCOCC2)cc(C)c1Cl	9%	41%[activator]	14%[59 µM]	-3%	4%	10%	-12%	-8%	1%
CCN1C(=O)C(CC(=O)Nc2ccccc2)N(Cc2ccccn2)C1=S (stereo not given)	?	1%	5%[59 µM]	-11%	-5%	-4%	7%	10%	-16%
Cc1nn(-c2ncc(C(F)(F)F)cc2Cl)c(=O)n1-c1cccc(Cl)c1	13%	3%	8%[59 µM]	5%	-2%	6%	-1%	-4%	-6%
Cc1ccc[n+](CC(=O)Nc2cccc([N+](=O)[O-])c2)c1	-18%	24%	?	-12%	-7%	-19%	5%	2%	-3%
CCOC(=O)[C@@H]1[C@H]2COc3ccccc3[C@@H]2N2C(=O)N(c3ccc(OC)cc3)C(=O)[C@@]12C	-2%	27%	-14%	-20%	0%	0%	21%	-14%	-4%
CCC(=O)NCc1cc(-c2nn(C)c(=O)c3ccccc23)ccc1C	21%	2%	3%	-5%	4%	6%	2%	-15%	4%
COc1ccc(/C=N/n2c(C)cc(C)c(C(N)=O)c2=O)cc1	-16%	5%	23%	-12%	0%	8%	1%	-6%	9%
O=C(N/N=C/c1cccc(OC(=O)c2ccco2)c1)c1ccc(F)cc1	3%	18%	16%[59 µM]	-7%	3%	-7%	-2%	-2%	-10%
COc1ccc(Nc2ncnc3ccc(C)cc23)cc1	-3%	26%	22%	2%	-2%	14%	-15%	4%	-13%
CCCOc1ccc(C2NC(=O)NC(c3ccccc3)=C2C(C)=O)cc1OCC (stereo not given)	14%[58.9 µM]	15%	-4%[59 µM]	-15%	-2%	-6%	12%	-9%	-4%
Cc1nc2ncnn2c(C)c1CCC(=O)NCc1ccccc1	1%	4%	12%	16%	-1%	1%	-1%	1%	-9%
CCN(C[C@H]1N[C@@](C)(C(=O)OC)[C@H]2C(=O)N(Cc3ccccc3)C(=O)[C@@H]12)S(=O)(=O)c1ccc(C)cc1	-15%	·	·	-4%	·	·	23%	4%	-2%
CSCCC(NC(=O)CCNC(=O)c1ccccc1Cl)c1nc2ccccc2[nH]1 (stereo not given)	-9%	·	-15%[12.7 µM]	-1%	·	12%	24%	6%	-2%

A portion from the list above:
SMILES	POLI inh	Pol beta inh	G9a inh	JMJD2A Tudor	BLM helicase inh	BAZ2B inh	APEX1 inh	Pol kappa inh	POLH inh
COc1ccc(Nc2ncnc3ccc(C)cc23)cc1	-3%	26%	22%	2%	-2%	14%	-15%	4%	-13%
CCCOc1ccc(C2NC(=O)NC(c3ccccc3)=C2C(C)=O)cc1OCC (stereo not given)	14%[58.9 µM]	15%	-4%[59 µM]	-15%	-2%	-6%	12%	-9%	-4%
Cc1nc2ncnn2c(C)c1CCC(=O)NCc1ccccc1	1%	4%	12%	16%	-1%	1%	-1%	1%	-9%
CCN(C[C@H]1N[C@@](C)(C(=O)OC)[C@H]2C(=O)N(Cc3ccccc3)C(=O)[C@@H]12)S(=O)(=O)c1ccc(C)cc1	-15%	·	·	-4%	·	·	23%	4%	-2%
CSCCC(NC(=O)CCNC(=O)c1ccccc1Cl)c1nc2ccccc2[nH]1 (stereo not given)	-9%	·	-15%[12.7 µM]	-1%	·	12%	24%	6%	-2%

Going on with the list.
SMILES	POLI inh	Pol beta inh	G9a inh	JMJD2A Tudor	BLM helicase inh	BAZ2B inh	APEX1 inh	Pol kappa inh	POLH inh
O=C(NCCC(=O)N1CCN(c2ccccn2)CC1)c1ccc(Br)cc1	6%	·	-3%	5%	·	7%	-2%	0%	-16%
CCC(CC)NCc1ccc2c(c1)c1ccccc1n2CC	24%	7%	-119%[12.7 µM]	20µM*	83%[activator]	45µM*	-12%	-8%	-20%
CN(C(=O)Cn1c(Cl)nc2c1c(=O)n(C)c(=O)n2C)C1CCS(=O)(=O)C1 (stereo not given)	4%	·	56µM*	-20%	·	-5%	7%	-20%	-4%
O=C1NC2(CCC3(CC2)OCCO3)NN1c1ccc(Cl)cc1	-10%	0%	45µM*	3%	-3%	-4%	-4%	-5%	-11%
C=C(C)CN(CC)C(=O)CN1C(=O)NC(C)(c2ccc3ccccc3c2)C1=O (stereo not given)	-4%	?	15%	-3%	-1%	1%	26%	0%	-9%
